CHRM1 antagonist = human M1 muscarinic receptor antagonists, primary screen, CHO-K1 cells, Fluo-8 calcium fluorescence, 1536-well. 360,000 compounds, 1.3% hits. AID 588852, 2011. CHO-K1 hM1, ACh EC80 antagonist. inhibition, % at 3 µM. Muscarinic acetylcholine receptor M1 (Homo sapiens), P11229;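 active = percent inhibition above its own plate's cutoff, namely the mean of that plate's compound wells plus 3 SD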;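 note: peak over basal fluorescence ratio during 140 s after agonist addition; 0% = ACh EC80 plus DMSO and 100% = DMSO alone without agonist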
Target sequence (P11229 whole entry, looked up): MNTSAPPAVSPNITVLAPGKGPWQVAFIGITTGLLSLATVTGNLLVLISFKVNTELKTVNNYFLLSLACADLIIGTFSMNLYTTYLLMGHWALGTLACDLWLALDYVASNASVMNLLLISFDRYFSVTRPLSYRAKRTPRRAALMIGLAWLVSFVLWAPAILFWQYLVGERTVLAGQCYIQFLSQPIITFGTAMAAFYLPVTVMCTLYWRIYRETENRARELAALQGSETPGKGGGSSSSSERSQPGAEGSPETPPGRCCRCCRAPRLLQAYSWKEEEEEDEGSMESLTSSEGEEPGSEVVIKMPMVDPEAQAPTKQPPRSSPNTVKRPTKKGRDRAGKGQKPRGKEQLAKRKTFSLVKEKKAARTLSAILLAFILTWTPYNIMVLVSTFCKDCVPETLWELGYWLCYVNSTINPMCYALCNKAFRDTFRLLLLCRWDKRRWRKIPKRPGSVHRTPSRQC
CHO-K1 Ca antag = counter-screen for M1 antagonists: effect in parental CHO-K1 cells; 360,000 compounds, 0.6% hits; inhibition, % at 3 µM; ATP-induced calcium, Fluo-8 fluorescence; AID 602250;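 active = inhibition above a per-plate cutoff, the plate's mean sample inhibition plus 3 SD, cut at about 24% in these data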;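 note: 0% = DMSO plus EC80 ATP and 100% = DMSO alone without ATP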
CHRM4 agonist = human M4 muscarinic receptor agonists, primary screen, CHO-K1 cells, Fluo-8 calcium fluorescence | 360,000 compounds, 0.14% hits | activation, % at 3 µM | AID 624127, 2012 | CHO-K1 hM4/Gqi5; vehicle 0%, full acetylcholine response 100%;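 active = activation above the run mean over all test wells plus 3 SD, cut at about 32% in these data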;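 note: peak over basal fluorescence ratio per well then scaled between controls; 0% = DMSO wells and 100% = acetylcholine at EC100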
M1 ag parental = counter-screen for M1 agonists: effect in parental CHO-K1 cells. Fluo-8 calcium fluorescence; scaled to maximal ATP response, vehicle zero. activation, % at 3 µM. 360,000 compounds, 0.48% hits. AID 602248, 2012; in the data active = activation above about 15%;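 note: untransfected CHO-K1 host cells lacking M1 receptor as counterscreen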
CHO parental Ca = ATP-evoked calcium signal inhibitors, parental CHO, primary screen, counter-screen for OX1R antagonist project, cell-based, fluorescence, Fluo-8 calcium dye | 330,000 compounds, 0.63% hits | inhibition, % at 5.6 µM | parental CHO-K1, ATP-induced calcium, Fluo-8 fluorescence;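 active = inhibition above that plate's mean sample inhibition plus 3 SD, cut at about 26% in these data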;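 note: 0% = ATP-challenged DMSO wells and 100% = DMSO wells without ATP; some compounds past the cut are filed as inactive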
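test system = CHO parental line | reagent = ATP stimulus | measured by = intracellular calcium via Fluo-8 no-wash fluorescent dye | control set = ATP and no-ATP DMSO wells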
M4 antag = human M4 muscarinic receptor antagonists, primary screen, CHO cells, Fluo-8 calcium fluorescence. Muscarinic acetylcholine receptor M4 (Homo sapiens), P08173. CHO-hM4 cells, ACh EC80. inhibition, % at 3 µM. 360,000 compounds, 0.73% hits. AID 624125, 2012;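 active = inhibition above its plate's cutoff, the mean inhibition of sample wells plus 3 SD, cut at about 27% in these data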;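 note: 0% = acetylcholine EC80 with DMSO and 100% = DMSO without agonist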
M1 PAM = human M1 muscarinic receptor positive allosteric modulators, primary screen, CHO-K1 cells, Fluo-8 calcium fluorescence, 1536-well; AID 588819, 2011; Muscarinic acetylcholine receptor M1 (Homo sapiens), P11229; 360,000 compounds, 0.088% hits; activation, % at 3 µM; CHO-K1 hM1, ACh EC20; 0% = ACh EC20, 100% = maximal ACh; in the data active = activation above about 19%, passing the limit was not always enough
M1 ag = human M1 muscarinic receptor agonists, primary screen, Fluo-8 calcium fluorescence, CHO-K1 cells, HTS. CHO-K1 hM1, agonist mode; 0% DMSO, 100% acetylcholine EC100. AID 588814, 2011. activation, % at 3 µM. 360,000 compounds, 0.33% hits;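 active = activation above the run's mean compound activation plus 3 SD, cut at about 16% in these data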;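 note: peak over basal fluorescence ratio within a 140 s kinetic read after compound addition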
OXTR potentiator = human OXTR potentiators, primary screen, fluorescence, CHO-OTR cells, Fluo-8 calcium; Fluo-8 calcium fluorescence, potentiator mode; 0% = oxytocin EC15, 100% = EC100; Oxytocin receptor (Homo sapiens), P30559; activation, % at 3 µM; 320,000 compounds, 0.061% hits; AID 2445, 2010;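 active = activation above that plate's cutoff, the mean activation of tested compounds plus 3 SD, cut at about 6.6% in these data, passing the limit was not always enough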;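 note: 100% uses oxytocin at 75 nM as the full agonist control; some results filed as inactive read as strong as hits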
Target sequence (P30559 whole entry, looked up): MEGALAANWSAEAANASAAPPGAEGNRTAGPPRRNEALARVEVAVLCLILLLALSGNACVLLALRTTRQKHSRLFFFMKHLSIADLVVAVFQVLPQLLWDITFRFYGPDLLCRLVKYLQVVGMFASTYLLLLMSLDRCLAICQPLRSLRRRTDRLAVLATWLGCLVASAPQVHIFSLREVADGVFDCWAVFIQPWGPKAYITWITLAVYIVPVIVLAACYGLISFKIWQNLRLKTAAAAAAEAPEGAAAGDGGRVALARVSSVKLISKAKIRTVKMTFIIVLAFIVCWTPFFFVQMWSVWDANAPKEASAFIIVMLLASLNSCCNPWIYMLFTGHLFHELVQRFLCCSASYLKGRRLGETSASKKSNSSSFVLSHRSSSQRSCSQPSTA
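Assay system: CHO cell line stably expressing human OTR | Also added: Oxytocin at about EC15, sub-maximal agonist stimulus | Times: Compound 6 min at room temperature before oxytocin, 100 s read | Measured by: Fluo-8 intracellular calcium fluorescence, ex 470-495, em 515-575 nm | Controls: EC15 oxytocin alone as 0%, 75 nM oxytocin as 100%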
Active calls of the source: *.

`CN(C)CCOC(=O)CC12CC3CC(C1)CC(CC(=O)OCCN(C)C)(C3)C2` gave CHRM1 antagonist -3, CHO-K1 Ca antag -9, CHRM4 agonist 0, M1 ag parental 0.8, CHO parental Ca -13, M4 antag 8, M1 PAM 6, M1 ag -6 and OXTR potentiator -16.
Screening NC(=O)c1ccc(N2CCN(c3ccccc3F)CC2)c([N+](=O)[O-])c1 returned CHRM1 antagonist -3, CHO-K1 Ca antag -9, CHRM4 agonist 8, M1 ag parental 2.9, CHO parental Ca 20, M4 antag -6, M1 PAM 4, M1 ag -1 and OXTR potentiator -12.
For NC1C=CC=C(C(=O)O)C1 (stereo not given) the results were CHRM1 antagonist -12, CHO-K1 Ca antag 3, CHRM4 agonist 1, M1 ag parental 0.3, CHO parental Ca 0, M4 antag 0, M1 PAM -6, M1 ag -1 and OXTR potentiator -2.
CSc1nnc(Cc2ccc3c(c2)OCO3)o1 was read as CHRM1 antagonist -8, CHO-K1 Ca antag 0, CHRM4 agonist 1, M1 ag parental 1.0, CHO parental Ca -5, M4 antag -1, M1 PAM 7, M1 ag -2 and OXTR potentiator -4.
CS(=O)(=O)N(CC(=O)NC1CCCC1)c1ccc(Oc2ccccc2)cc1 was read as CHRM1 antagonist 11, CHO-K1 Ca antag -13, CHRM4 agonist 6, M1 ag parental 4.7, CHO parental Ca 11, M4 antag -4, M1 PAM -8, M1 ag -5 and OXTR potentiator -14.
`CC(C(=O)NCC1CCCCC1)N1CCN(S(=O)(=O)c2cccs2)CC1` (stereo not given) gave CHRM1 antagonist 12, CHO-K1 Ca antag 6, CHRM4 agonist 1, M1 ag parental 0.3, M4 antag 6, M1 PAM -6 and M1 ag -5.
Cc1ccc(OCC(=O)NCCNC(=O)c2ccncc2)cc1 was read as CHRM1 antagonist 0, CHO-K1 Ca antag 0, CHRM4 agonist 0, M1 ag parental -0.2, CHO parental Ca -1, M4 antag -2, M1 PAM 5, M1 ag -3 and OXTR potentiator -5.
For CCCOC(=O)Nc1nc2ccccc2o1 the results were CHRM1 antagonist -8, CHO-K1 Ca antag -2, CHRM4 agonist 0, M1 ag parental 0.2, CHO parental Ca -5, M4 antag -4, M1 PAM 6, M1 ag 3 and OXTR potentiator -9.
Cc1ccccc1NC(=S)NC(=O)/C=C/c1ccco1 was read as CHRM1 antagonist -29, CHO-K1 Ca antag -6, CHRM4 agonist 1, M1 ag parental 0.7, CHO parental Ca -2, M4 antag -12, M1 PAM 18, M1 ag 0 and OXTR potentiator -2.
OCCC1CN(Cc2ccc(Oc3ncccn3)cc2)CCN1C1CCCCC1 (stereo not given) was read as CHRM1 antagonist 12, CHO-K1 Ca antag 4, CHRM4 agonist 0, M1 ag parental 4.8, CHO parental Ca -15, M4 antag -2, M1 PAM -7, M1 ag -7 and OXTR potentiator -4.
`Cc1cc(C=O)sc1[B-](F)(F)F` gave CHRM1 antagonist -11, CHO-K1 Ca antag -8, CHRM4 agonist 0, M1 ag parental -0.2, M4 antag -2, M1 PAM 13 and M1 ag 3.
For CCc1ccccc1NC(=O)c1cc(=O)c2ccccc2o1 the results were CHRM1 antagonist 0, CHO-K1 Ca antag 15, CHRM4 agonist 2, M1 ag parental 1.0, CHO parental Ca -21, M4 antag 10, M1 PAM 11, M1 ag 0 and OXTR potentiator -8.

Brought forward from above: two entries, followed by the next part.
`Cc1cc(C=O)sc1[B-](F)(F)F` gave CHRM1 antagonist -11, CHO-K1 Ca antag -8, CHRM4 agonist 0, M1 ag parental -0.2, M4 antag -2, M1 PAM 13 and M1 ag 3.
For CCc1ccccc1NC(=O)c1cc(=O)c2ccccc2o1 the results were CHRM1 antagonist 0, CHO-K1 Ca antag 15, CHRM4 agonist 2, M1 ag parental 1.0, CHO parental Ca -21, M4 antag 10, M1 PAM 11, M1 ag 0 and OXTR potentiator -8.
CSc1nc(NCCN(C)C)c2sc3nc(-c4ccco4)c4c(c3c2n1)CCC4 was read as CHRM1 antagonist 2, CHO-K1 Ca antag -5, CHRM4 agonist 5, M1 ag parental 2.0, M4 antag 6, M1 PAM 4 and M1 ag -4.
For CCn1c(SCC(=O)N2CCCC2=O)nc2ccccc21 the results were CHRM1 antagonist -17, CHO-K1 Ca antag 0, CHRM4 agonist 0, M1 ag parental 0.0, M4 antag -5, M1 PAM 17 and M1 ag 1.
`COc1cccc(COC(=O)c2nn(-c3ccccc3)nc2N)c1` gave CHRM1 antagonist 1, CHO-K1 Ca antag 12, CHRM4 agonist 1, M1 ag parental -0.3, CHO parental Ca -13, M4 antag 4, M1 PAM 10, M1 ag 0 and OXTR potentiator -4.
Screening O=C1Nc2ccccc2C1=NN1CCCCCC1 returned CHRM1 antagonist 1, CHO-K1 Ca antag 2, CHRM4 agonist 0, M1 ag parental -0.1, M4 antag 2, M1 PAM -2 and M1 ag -7.
`O=C(/C=C/c1ccc2c(c1)OCO2)c1ccc(F)cc1` gave CHRM1 antagonist 12, CHO-K1 Ca antag 1, CHRM4 agonist 0, M1 ag parental 1.4, CHO parental Ca -19, M4 antag 1, M1 PAM -9, M1 ag -2 and OXTR potentiator -5.
Screening Cc1ccc(OCC(=O)NN=C2c3ccccc3-c3ccccc32)cc1 returned CHRM1 antagonist 9, CHO-K1 Ca antag -4, CHRM4 agonist 0, M1 ag parental 0.5, CHO parental Ca -15, M4 antag 11, M1 PAM -5, M1 ag -3 and OXTR potentiator -5.
Screening Cc1nn(C)c(C)c1NC(=O)Nc1ccc(Cl)c(Cl)c1 returned CHRM1 antagonist 19, CHO-K1 Ca antag 8, CHRM4 agonist 8, M1 ag parental 1.6, CHO parental Ca 44*, M4 antag 12, M1 PAM -2, M1 ag -3 and OXTR potentiator -8.
Cc1cccc(C(=O)NCCCNC(=O)c2cccc(C)c2)c1 was read as CHRM1 antagonist -17, CHO-K1 Ca antag -1, CHRM4 agonist 2, M1 ag parental 0.4, M4 antag 3, M1 PAM 12 and M1 ag -4.
Screening Cc1ccc(Cl)cc1N1CCN(S(=O)(=O)c2ccc3[nH]c(=O)ccc3c2)CC1 returned CHRM1 antagonist -3, CHO-K1 Ca antag -4, CHRM4 agonist 8, M1 ag parental 2.3, CHO parental Ca -5, M4 antag -7, M1 PAM 1, M1 ag 2 and OXTR potentiator 0.
O=C(CCCN1C(=O)/C(=C/c2ccc(F)cc2)SC1=S)Nc1ccc(C(=O)O)cc1 was read as CHRM1 antagonist -14, CHO-K1 Ca antag -19, CHRM4 agonist 0, M1 ag parental 0.6, M4 antag 0, M1 PAM 13 and M1 ag 1.
`CCOC(=O)C1(C)CCCN1C(=O)c1cccc2ccccc12` (stereo not given) gave CHRM1 antagonist -14, CHO-K1 Ca antag -4, CHRM4 agonist 0, M1 ag parental 0.1, M4 antag -11, M1 PAM 11 and M1 ag -4.
For CCN(CC(=O)Nc1cc(Cl)ccc1C)C(=O)Cc1ccsc1 the results were CHRM1 antagonist 4, CHO-K1 Ca antag -18, CHRM4 agonist 1, M1 ag parental 0.3, CHO parental Ca -12, M4 antag 0, M1 PAM 0, M1 ag -4 and OXTR potentiator -5.
For CC(C)(C)c1ccc(OCCCC(=O)Nc2ccc(S(N)(=O)=O)cc2)cc1 the results were CHRM1 antagonist 0, CHO-K1 Ca antag -5, CHRM4 agonist 1, M1 ag parental 1.3, CHO parental Ca -4, M4 antag -4, M1 PAM 8, M1 ag -8 and OXTR potentiator -14.
`CC(C)(C)c1ccc(NC(=O)CN2C(=O)NC(C)(C3CC3)C2=O)cc1` (stereo not given) gave CHRM1 antagonist 3, CHO-K1 Ca antag 2, CHRM4 agonist 4, M1 ag parental 1.2, CHO parental Ca -8, M4 antag -7, M1 PAM -3, M1 ag -2 and OXTR potentiator -3.
`CN1CCN(c2ccc(Cl)cc2NC(=O)c2cccc(S(=O)(=O)N(C)C)c2)CC1` gave CHRM1 antagonist 11, CHO-K1 Ca antag -8, CHRM4 agonist 4, M1 ag parental 1.7, CHO parental Ca -19, M4 antag -7, M1 PAM -2, M1 ag -11 and OXTR potentiator -4.
`Cc1cc(C)c(-n2nnnc2SCC(=O)c2cc3ccccc3o2)c(C)c1` gave CHRM1 antagonist -5, CHO-K1 Ca antag 5, CHRM4 agonist 1, M1 ag parental 0.0, CHO parental Ca -12, M4 antag -2, M1 PAM 15, M1 ag 1 and OXTR potentiator -6.
`COC(c1ccccc1)c1nnc(CCC(=O)NCc2ccc3ncccc3c2)o1` (stereo not given) gave CHRM1 antagonist -4, CHO-K1 Ca antag -10, CHRM4 agonist 2, M1 ag parental 1.0, CHO parental Ca -7, M4 antag 8, M1 PAM 13, M1 ag -9 and OXTR potentiator 3.
COCC(=O)N1CCC(Oc2ccc(C(=O)NCc3cnc(C)cn3)cc2)CC1 was read as CHRM1 antagonist 5, CHO-K1 Ca antag -10, CHRM4 agonist 0, M1 ag parental 0.2, CHO parental Ca 2, M4 antag 8, M1 PAM -3, M1 ag -3 and OXTR potentiator -13.
CCN(CC)C(=O)C1=C(C)N(Cc2ccc(OC)cc2)C(=O)C(CC(=O)NCc2ccco2)C1 (stereo not given) was read as CHRM1 antagonist -14, CHO-K1 Ca antag -6, CHRM4 agonist -1, M1 ag parental -0.6, M4 antag -4, M1 PAM 3 and M1 ag -7.
Cc1cc(C)c(N)cc1C was read as CHRM1 antagonist -8, CHO-K1 Ca antag -10, CHRM4 agonist 0, M1 ag parental 0.5, CHO parental Ca -3, M4 antag -2, M1 PAM 4, M1 ag -3 and OXTR potentiator -7.
O=S(=O)(c1ccc(Oc2ccc(S(=O)(=O)N3CCOCC3)cc2)cc1)N1CCOCC1 was read as CHRM1 antagonist -25, CHO-K1 Ca antag -11, CHRM4 agonist 5, M1 ag parental 4.8, CHO parental Ca -2, M4 antag -3, M1 PAM -4, M1 ag 2 and OXTR potentiator -7.
Screening CC1(C(=O)NS(=O)(=O)c2ccccc2)CCN1C(=O)Cc1ccc(Cl)cc1Cl (stereo not given) returned CHRM1 antagonist -5, CHO-K1 Ca antag -15, CHRM4 agonist 1, M1 ag parental -0.2, M4 antag -26, M1 PAM 3 and M1 ag -1.
For CCOc1ccccc1C(=O)NCCCN1CCN(CCCNC(=O)c2ccccc2OCC)CC1 the results were CHRM1 antagonist -1, CHO-K1 Ca antag 14, CHRM4 agonist -1, M1 ag parental -0.3, CHO parental Ca -16, M4 antag 0, M1 PAM 7, M1 ag -7 and OXTR potentiator 3.
Screening COCCCNC(=O)C1CCCN(S(=O)(=O)c2ccc(C)cc2)C1 (stereo not given) returned CHRM1 antagonist 3, CHO-K1 Ca antag 6, CHRM4 agonist -1, M1 ag parental -0.1, CHO parental Ca 1, M4 antag 3, M1 PAM -2, M1 ag -3 and OXTR potentiator -3.

Assay outcomes from PubChem BioAssay.
